# PMI inhibitors – inhibitors of human PMI, primary screen, biochemical, fluorescence intensity, coupled assay (AID 1209) | hit rate 0.42% among 190,000 | Mannose-6-phosphate isomerase (Homo sapiens) | purified PMI enzyme, coupled fluorescence intensity; higher % means a stronger effect | one-dose inhibition, % at 20 µM; IC50 in µM for titrated hits;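 note: plate controls were DMSO vehicle for no effect and wells lacking substrate for full effect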
# MT stabilizer – microtubule stabilizers in HeLa cells, primary screen, imaging, high-content imaging; HeLa tubulin immunostaining HCS, 24 h; share of cells brighter than vehicle mean+2SD; % tubulin-high responders, % at 10 µM; hit rate 0.83% among 200,000;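 active = plate Z-score above 3 for both tubulin-high and condensed-nucleus cell shares, with cell loss under 80%, at 10 µM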;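 note: anti alpha tubulin signal scored within the nucleus-defined area of each cell; some results filed as inactive read as strong as hits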
# T cell modulator – modulators of CD8 T cell-vesicle binding, primary screen, mouse 2C CD8+ T cells, flow cytometry; 2C CD8+ T cell-vesicle binding; active compounds read low; calls only at 7 µM; hit rate 0.068% among 330,000; AID 2052, 2009;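 active = response, share of CD8 T cells binding vesicles, and their 90th percentile fluorescence all below set limits, cut at about 80% in these data, passing the limit was not always enough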
#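 Test system: purified 2C TCR transgenic mouse naive CD8+ T cells. Probe or stimulus: QL9-peptide-loaded Drosophila micro-vesicles bearing Ld, ICAM-1 and B7-1. Incubation: binding step 1.5 h, 37 °C, antibody labelling 20 min, ice. Measured by: flow cytometry of vesicle-bound cells.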
# TNAP activators – human TNAP enzyme activators, primary screen, biochemical, luminescent, no phosphate acceptor, uHTS (AID 1001); Alkaline phosphatase, tissue-nonspecific isozyme (Homo sapiens); purified TNAP, luminescent activation assay, no phosphate acceptor; higher activation fold means a stronger effect; activation fold at 20 µM; hits with a dose series show EC50 in µM; hit rate 0.03% among 200,000; in the data active = activation fold from about 3, or a potency from the dose series; inactive = the rest, 99 in 100 with activation fold below about 1.6; note: many of its hits are not listed in these tables
# Insulin prom up – insulin promoter activators in MIN6 cells, imaging, high-content screening, mouse beta cells | MIN6 insulin promoter-GFP reporter; active compounds read high | hit rate 0.3% among 190,000 | z-score at 5 µM | AID 1625, 2009;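 active = z-score above 3 at 5 µM with at least 500 cells counted in the well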
# human PMI inhibitors – human PMI inhibitors, high substrate, primary screen, biochemical, fluorescence intensity, high mannose 6-phosphate (AID 1220). Mannose-6-phosphate isomerase (Homo sapiens). one-dose inhibition, % at 20 µM; IC50 in µM for titrated hits. hit rate 0.66% among 190,000. recombinant PMI enzyme, coupled fluorescence intensity; higher % means a stronger effect
# Lipid droplet – inhibitors of hepatocyte lipid droplet formation, primary screen, imaging, high-throughput imaging, BODIPY stain | hit rate 0.4% among 240,000 | AML12 mouse hepatocytes, oleate lipid droplets | inhibition, % at 6.5 µM;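 active = lipid droplet intensity inhibited by at least 50%, with more than 500 cells counted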
#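 Test system: AML12 hepatocytes (mouse); reagent: oleate loading, 100 µM; dosing: one dose, 6.5 µM compound; incubation: overnight exposure; signal: fluorescence imaging, 20x objective, two fields per well; read-out basis: % inhibition of corrected integrated BODIPY droplet signal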
# Autophagy HCS – autophagy modulators in MEF cells, primary screen, imaging, high-content, MEF GFP-LC3; MEF GFP-LC3 puncta imaging; test concentration mostly 10 µM; hit rate 0.98% among 190,000; AID 463193, 2010; calls only at 10 µM (by protocol);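 active = percentage of spot-positive cells more than 3 SD above its plate mean, without a fluorescence outlier flag or 80% toxicity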;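 note: spot-positive cell cutoff set from DMSO-treated cells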
# bCat nuc transl – modulators of beta-catenin nuclear translocation, primary screen, imaging, HeLa cells, immunofluorescence, high-content; nuclear translocation activity, % at 5 µM; hit rate 0.3% among 190,000;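 active = nuclear translocation activity above 50% at 5 µM, with a well cell count of 50 or more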;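 note: per-cell ratio of nuclear to cytoplasmic median beta-catenin stain intensity; plate controls were DMSO negative control for no effect and GSK-3 inhibitor IX positive control for full effect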
#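 Test system: HeLa cells, endogenous beta-catenin; Compound: single 5 µM dose plus 0.02–20 µM confirmation series; Times: compound exposure 24 h at 37°C; Signal: fluorescence imaging of beta-catenin antibody stain plus DAPI; Read-out: % activation, nuclear-to-cytoplasmic median beta-catenin signal ratio per cell.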
# Insulin prom up cell count – second read-out of Insulin prom up, no call of its own (marks repeat the call); cell count; measured here: cytotoxicity, nuclei count;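 total cells summed across four imaged fields per well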
# Lipid droplet cells 6.5 µM – further read-out of Lipid droplet, marked with its call; cell count; measured here: cell count, cytotoxicity flag;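 cells counted across two imaged fields per well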
# bCat nuc transl cell count 5 µM – further read-out of bCat nuc transl, marked with its call; cell count; measured here: cell count, cytotoxicity flag
# T cell modulator vesicle-bound % – further read-out of T cell modulator, marked with its call; double positive events, %; measured here: CD8+ vesicle-bound cell fraction;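 binding gate set so that unloaded-vesicle control wells show 10% double positive cells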
# MT stabilizer Hoechst-high % – also measured in MT stabilizer; calls as there; % Hoechst-high responders; measured here: nuclear condensation Hoechst responders;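 share of cells brighter than vehicle mean plus two SD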
# MT stabilizer cytotoxicity % – recorded beside MT stabilizer, whose call it bears; toxicity, %; measured here: cytotoxicity by cell density;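 0% = mean cell density of plate MIN control wells and 100% = no cells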
# Autophagy HCS cell loss 18 h – second read-out of Autophagy HCS, no call of its own (marks repeat the call); toxicity, %; measured here: cell loss, nuclei count;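 cell loss after 18 h compound exposure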
# Numbers without * were called inactive; i = inactive; . = no result given. Cut-off read from the data, not from the text of the source, unless noted: active = inhibition above about 50%; inactive = the rest. Not a hit list; about 2.9% have a hit in one of these screens.
SMILES,PMI inhibitors,MT stabilizer,MT stabilizer Hoechst-high %,MT stabilizer cytotoxicity %,T cell modulator,T cell modulator vesicle-bound %,TNAP activators,Insulin prom up,Insulin prom up cell count,human PMI inhibitors,Lipid droplet,Lipid droplet cells 6.5 µM,Autophagy HCS,Autophagy HCS cell loss 18 h,bCat nuc transl,bCat nuc transl cell count 5 µM
O=C(COC(=O)c1cc(-c2ccco2)nc2ccccc12)NCc1ccc2c(c1)OCO2,4%,3.4,2.5,12,i,24,1.1,0.86,1256,-6%,5,745,i,2,-2.4,1215
CN1CCN(S(=O)(=O)c2ccc(N3CCN(S(=O)(=O)c4cccs4)CC3)nc2)CC1,5%,1.3,1.0,7.1,i,17,1.1,-0.34,892,1%,-1,802,i,-1,-1.5,1266
Oc1cccc(Nc2nc(NCC3CCCO3)c3ccccc3n2)c1 (stereo not given),2%,4.5,2.0,0.3,i,38,1.1,.,.,-1%,7,731,i,6,.,.
CC(=O)C(Cc1ccccc1)NC(=O)CN1CCc2ccccc2C1 (stereo not given),-10%,1.2,1.9,1.6,i,30,1,-0.48,1288,-11%,-43,650,i,-3,-3.1,1099
CN(C)C(=O)Cn1c(SCC(=O)Nc2ccc3c(c2)OCO3)nc2ccccc21,-7%,5.0,1.4,2.9,i,57,1.1,-0.04,1021,2%,-120,740,i,-6,2.3,980
O=C(NC1CCCCC1NC(=O)c1cccs1)c1cccs1 (stereo not given),-3%,1.7,1.0,4.0,i,51,1.1,-0.51,1230,-7%,8,783,i,-2,-2.9,1137
CCCCn1c2nc3ccccc3nc2c2c(=O)n(CCC)cnc21,2%,1.8,1.2,6.0,i,61,1,0.42,1228,7%,.,.,i,-8,0.9,807
COc1ccc(C(=O)N2CCC(c3ccccc3)CC2)c(OC)c1OC,-3%,1.4,1.2,5.3,i,34,1.1,0.61,1306,-4%,-1,693,i,18,-3.7,1082
CCC(=O)NC(c1ccccc1Cl)c1c(O)ccc2ccccc12 (stereo not given),16%,2.8,3.2,6.6,i,9,1.1,-0.33,1518,19%,-13,665,i,7,-1.2,1145
O=C(O)CC(CC(=O)Nc1ccc(C(=O)O)cc1)c1ccccc1 (stereo not given),.,.,.,.,i,56,.,-0.29,1437,.,13,640,.,.,1.7,1178
O=C(COc1ccccc1)NCc1n[nH]c(=S)n1-c1ccccc1,11%,1.9,1.9,5.7,i,25,1,0.65,1184,5%,0,667,i,-12,-1.6,1048
COc1ccc(C2c3ccsc3CCN2C(C)=O)cc1 (stereo not given),.,.,.,.,i,17,.,-0.26,1447,.,0,745,.,.,-1.8,1165
O=C(N1CCCC1)C12CC3CC(C1)CC(C(=O)N1CCCC1)(C3)C2,8%,2.1,1.8,2.5,i,17,1.1,0.73,1493,16%,-2,684,i,13,4.3,809
COc1ccc(-c2nnc(NC(=O)C(C)C)o2)cc1,-3%,2.8,2.2,8.3,i,28,1,-0.7,965,1%,.,.,i,2,.,.
Cc1nc(-c2ccccc2)nc2[nH]c(C(C)C)cc(=O)c12,13%,3.4,1.6,2.9,i,3,1.2,-0.39,1960,17%,-3,666,i,-2,-1.6,1086
CCOc1ccc(C(=O)NCC(=O)Nc2ccc(N3CCOCC3)cc2)cc1OCC,8%,1.6,2.1,7.1,i,22,1.2,0.26,1235,4%,49,695,i,-2,-0.7,1116
C=C1CCC2C(C)(C)[C@H](O)CC[C@@]2(C)[C@@H]1COc1cc(=O)oc2ccccc12 (stereo not given in full),16%,2.7,2.5,8.5,i,38,1,-1.9,593,6%,8,779,i,-9,-0.2,541
Cc1onc(-c2ccccc2)c1C(=O)n1nnc2ccccc21,3%,2.2,2.0,6.5,i,6,1.1,1.2,1167,-5%,7,719,i,-3,.,.
COc1ccc(NC(=O)CSc2nnc(N)s2)cc1,10%,2.6,3.5,6.9,i,44,1.2,0.56,1352,6%,.,.,i,9,-4.6,973
COc1ccc(C(=O)C(OC(=O)c2ccccc2)c2ccccc2)cc1 (stereo not given),14%,2.0,1.3,5.6,i,40,1.1,-0.21,1593,8%,.,.,i,-3,0.1,1304
O=C(CSc1nnc(Cc2cccs2)n1C1CCCCC1)N1CCCc2ccccc21,12%,2.0,1.0,6.4,i,58,1,0.54,1268,4%,-18,742,i,10,-8.1,1108
Cc1c(-c2ccccc2)cn2c1-c1ccc(C)n1CC2,-9%,3.1,1.4,12,i,30,1.1,.,.,0%,.,.,i,-2,.,.
CCC(=O)NCCNc1ccc([N+](=O)[O-])cn1,-1%,1.7,2.0,9.3,i,39,1.1,-0.14,1366,5%,2,583,i,2,1.6,520
COc1cc(CNCCO)cc(Br)c1OCc1ccccc1,-7%,3.8,2.0,5.5,i,18,0.9,.,.,2%,-1,724,i,-1,0.6,1498
CC(C)(C)NC(=O)C(=O)NNC(=O)C12CC3CC(CC(C3)C1)C2,11%,2.9,1.9,6.3,i,2,1.1,0.68,1260,14%,.,.,i,-29,-0.6,1415

# Later entries:
SMILES,PMI inhibitors,MT stabilizer,MT stabilizer Hoechst-high %,MT stabilizer cytotoxicity %,T cell modulator,T cell modulator vesicle-bound %,TNAP activators,Insulin prom up,Insulin prom up cell count,human PMI inhibitors,Lipid droplet,Lipid droplet cells 6.5 µM,Autophagy HCS,Autophagy HCS cell loss 18 h,bCat nuc transl,bCat nuc transl cell count 5 µM
Cc1ccc(S(=O)(=O)Oc2ccc(/C=N/NC(=O)c3nn(C)cc3[N+](=O)[O-])cc2)cc1,19%,3.7,3.0,4.8,i,2,1.2,.,.,7%,4,662,i,10,-1.6,936
CCSc1nnc(NC(=O)CN(C)S(=O)(=O)c2ccc(F)cc2)s1,-10%,6.3,2.3,8.2,i,18,1.1,0.81,1361,-3%,.,.,i,5,-1.4,596
O=C(Nc1ccccc1C(=O)NCc1ccco1)NC1CCCCC1,8%,3.8,3.6,11,i,51,1.1,-0.43,1025,3%,.,.,i,-48,1.1,1177
CCOC(=O)C(NC(=O)c1cccnc1)(Nc1cccc(C)n1)C(F)(F)F (stereo not given),-2%,1.0,1.4,8.5,i,31,1.1,-0.78,883,1%,-2,777,i,2,-3.8,1188
CCc1cccc(NC(=O)CCSCCC(=O)Nc2cccc(CC)c2)c1,6%,1.5,1.7,10,i,41,1.1,0.68,894,-1%,12,796,i,-5,1.6,977
COc1cccc(CN(C)C(=O)c2cccnc2SC)c1OC,-5%,2.6,1.2,7.7,i,34,1.2,-0.57,1349,-6%,-4,684,i,-2,2.1,1098
O=C(NNC(=O)C1CC1c1ccccc1)c1ccccc1[N+](=O)[O-] (stereo not given),9%,2.4,2.0,2.2,i,8,1.4,0.05,2270,6%,23,640,i,5,0.5,924
Cc1ccsc1/C=C(\C#N)C(=O)NC1CCS(=O)(=O)C1 (stereo not given),5%,3.5,1.8,2.3,i,59,1,0.6,1384,13%,-16,688,i,19,-2.3,999
COc1ccccc1Nc1nc(N)nc(CSC(=S)N2CCN(c3ccccc3)CC2)n1,18%,2.3,3.1,7.6,i,28,1.1,-0.05,1037,15%,-2,696,i,-6,-2.8,1066
COc1cccc(OCc2nc(-c3ccc(Br)o3)no2)c1,1%,7.9,0.7,5.6,i,54,1.1,0,1125,5%,2,635,i,-1,-1.6,1112
CC(C)OCCCNC(=O)C(=O)NCCCOC(C)C,-1%,2.4,2.2,9.3,i,30,1.1,.,.,2%,.,.,i,0,.,.
Cc1cc(NC(=O)CSc2nc3sc4c(c3c(=O)n2C)CCCC4)no1,2%,4.0,3.4,4.5,i,60,1.1,0.07,1172,8%,.,.,i,-5,-3.0,1016
O=C(NC1=NCCS1)c1ccccc1OCc1ccc(F)cc1,-2%,2.8,1.9,4.7,i,22,1.1,0.22,1316,1%,-18,702,i,-15,-5.1,1093
O=C(NCCN1C(=O)CSC1=O)c1ccccc1,11%,5.3,2.1,7.4,i,34,1.1,1.9,874,8%,7,734,i,0,-5.6,1122
CCOC(=O)C(NC(=O)c1ccc(OC)cc1)(N1CCCC1=O)C(F)(F)F (stereo not given),-4%,2.7,2.0,4.7,i,43,1,-0.22,1211,4%,-16,702,i,13,-1.3,550
O=C(Cc1ccccc1)NNc1ccc2ccccc2c1,-40%,4.1,1.4,10,i,57,1.2,-0.47,1503,-16%,7,715,i,15,-5.3,1104

# Full records, looked up by structure. Screens in order: PMI inhibitors, MT stabilizer, MT stabilizer Hoechst-high %, MT stabilizer cytotoxicity %, T cell modulator, T cell modulator vesicle-bound %, TNAP activators, Insulin prom up, Insulin prom up cell count, human PMI inhibitors, Lipid droplet, Lipid droplet cells 6.5 µM, Autophagy HCS, Autophagy HCS cell loss 18 h, bCat nuc transl, bCat nuc transl cell count 5 µM
# Cc1ccsc1/C=C(\C#N)C(=O)NC1CCS(=O)(=O)C1 (stereo not given) as listed: 5%, 3.5, 1.8, 2.3, i, 59, 1, 0.6, 1384, 13%, -16, 688, i, 19, -2.3, 999
# COc1cccc(OCc2nc(-c3ccc(Br)o3)no2)c1 as listed: 1%, 7.9, 0.7, 5.6, i, 54, 1.1, 0, 1125, 5%, 2, 635, i, -1, -1.6, 1112
# O=C(Cc1ccccc1)NNc1ccc2ccccc2c1 as listed: -40%, 4.1, 1.4, 10, i, 57, 1.2, -0.47, 1503, -16%, 7, 715, i, 15, -5.3, 1104
# CC(C)OCCCNC(=O)C(=O)NCCCOC(C)C as listed: -1%, 2.4, 2.2, 9.3, i, 30, 1.1, ., ., 2%, ., ., i, 0, ., .
# O=C(NC1=NCCS1)c1ccccc1OCc1ccc(F)cc1 as listed: -2%, 2.8, 1.9, 4.7, i, 22, 1.1, 0.22, 1316, 1%, -18, 702, i, -15, -5.1, 1093
